N370S GC: N370S glucocerebrosidase modulation, Gaucher chaperone candidate. 0.092% of 330,000 active. N370S GC spleen homogenate, 4MU-glucoside fluorescence. Potency, µM (series often up to 59.4 µM), inactives show at the top dose activity change, negative = inhibition, most hits filed as inhibitors;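 further: 0% = full enzyme activity and -100% = no enzyme basal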
TDP1 inh: inhibitors of human tyrosyl-DNA phosphodiesterase TDP1; Q9NUW8; recombinant TDP1, AlphaScreen DNA substrate cleavage; Potency, µM (titrated, usually from 130 µM), without a hit: at the highest dose activity change, negative = inhibition, most hits filed as inhibitors; 0.28% of 350,000 active; AID 485290; further: nearly all actives have a fitted effect of over 40% in size
Target sequence (Q9NUW8 whole entry, looked up): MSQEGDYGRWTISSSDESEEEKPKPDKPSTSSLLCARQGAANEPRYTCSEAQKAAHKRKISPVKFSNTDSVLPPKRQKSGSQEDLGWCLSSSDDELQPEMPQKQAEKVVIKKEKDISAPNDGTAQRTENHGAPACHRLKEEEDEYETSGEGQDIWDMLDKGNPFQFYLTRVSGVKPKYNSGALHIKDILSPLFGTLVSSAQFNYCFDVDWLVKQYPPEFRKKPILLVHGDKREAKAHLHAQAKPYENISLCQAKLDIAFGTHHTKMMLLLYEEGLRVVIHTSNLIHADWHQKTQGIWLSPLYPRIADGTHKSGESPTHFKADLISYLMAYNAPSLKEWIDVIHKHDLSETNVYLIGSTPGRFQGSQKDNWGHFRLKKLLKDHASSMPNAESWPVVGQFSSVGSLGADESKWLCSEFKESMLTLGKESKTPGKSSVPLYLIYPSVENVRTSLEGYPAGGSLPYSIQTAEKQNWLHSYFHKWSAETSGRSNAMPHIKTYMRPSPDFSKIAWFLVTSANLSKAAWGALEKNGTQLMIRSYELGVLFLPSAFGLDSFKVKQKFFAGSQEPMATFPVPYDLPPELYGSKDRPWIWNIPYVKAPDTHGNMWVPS
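Compounds were preincubated with Tdp1 (1 nM final) for 15 min at room temperature before substrate (15 nM final) started a 5 min reaction; beads (10 ug/ml final) were then added for 10 min before AlphaScreen detection.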
FEN1 inh: inhibitors of human flap endonuclease 1; AID 588795; Potency, µM (doses to about 114 µM), inactives show at the highest dose activity change, negative = inhibition, hits mostly inhibitors; P39748; 0.35% of 390,000 active; Recombinant FEN1 flap cleavage, fluorescence, 15 min; further: nearly all actives have a fitted effect of over 65% in size
Target sequence (P39748 whole entry, looked up): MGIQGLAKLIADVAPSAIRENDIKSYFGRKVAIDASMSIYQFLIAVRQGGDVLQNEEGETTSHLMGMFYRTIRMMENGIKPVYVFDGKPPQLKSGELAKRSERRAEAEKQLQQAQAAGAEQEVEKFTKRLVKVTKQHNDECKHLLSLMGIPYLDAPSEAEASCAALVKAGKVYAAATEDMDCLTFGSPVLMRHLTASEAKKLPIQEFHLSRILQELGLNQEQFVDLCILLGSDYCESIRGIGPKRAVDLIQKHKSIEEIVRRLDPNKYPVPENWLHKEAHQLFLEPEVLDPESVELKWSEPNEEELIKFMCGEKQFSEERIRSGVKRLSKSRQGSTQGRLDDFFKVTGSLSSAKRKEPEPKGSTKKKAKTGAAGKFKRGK
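Recombinant FEN1 (10 nM) was preincubated with pin-transferred compounds for 15 min at room temperature, then flap DNA substrate (50 nM final) was added. Plates were read at 0 and 15 min, and normalized concentration–response data were fitted to a four-parameter Hill equation.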
Numbers without * were called inactive; ? = inconclusive; nt = no result given; [ ] = another dose, or the depositor's remark. The call rests on the fitted dose curve; in most records, active means well fitted curve in the direction sought with a large enough effect; inconclusive means small, poorly fitted or top-dose-only effect, or another doubt; inactive means no such curve, though single readings can be large; an effect the other way counts as inactive or inconclusive. Unless noted, on the % scale 0 is the no-effect control and ±100 the full control effect; potency means the concentration at half of the fitted maximal effect.

nr	SMILES	FEN1 inh	N370S GC	TDP1 inh
1	CCN(CC)CCNC(=O)c1c(C)oc2ncn(C)c(=O)c12	2.0%	nt	1.1%
2	Cc1ccc(C(C(=O)NC2CCCCC2)N(Cc2cccnc2)C(=O)c2csnn2)cc1 (stereo not given)	-3.3%	-11.7%	5.8%
3	COc1ccc(N(CC(=O)NCc2ccccc2)C(=O)CCC(=O)Nc2cc(C)ccn2)c(OC)c1	-2.6%	-5.9%	nt
4	COC(=O)/C=C1\S/C(=N/N=C/c2ccco2)NC1=O	6.0%	-9.6%	0.0%
5	CNC(=S)NCc1ccc2[nH]c3c(c2c1)CCCC3	-4.3%	0.3%	-1.8%
6	CCC(C)NC(=O)CSc1nnc(-c2cc(-c3ccc(C)cc3)nc3ccccc23)n1N (stereo not given)	9.3%	4.9%	3.4%
7	Cc1cccc(CN2CCN(Cc3ccc4nonc4c3)CC2CCO)n1 (stereo not given)	18.5%	2.4%	0.0%
8	COc1ccc(C(=O)Cc2ccc(OC)c(OC)c2)c(OC)c1	3.5%	-14.7%	-7.1%
9	Cn1cccc1Cc1nnc(SCC(=O)NC2CCCCC2)n1CCc1ccccc1	10.9%	4.0%	7.9%
10	Cc1ccc(-n2c(C)cc(C(=O)CSc3nncs3)c2C)cc1	-14.7%	-10.5%	9.2%
11	Cc1nc(-c2ccncc2)sc1C(=O)Nc1ccc(Br)cc1	15.9%	-0.5%	2.5%
12	O=C(Nc1ccc(-c2cn3ccsc3n2)cc1)C1CCCC1	?	-5.0%	-2.1%
13	COC(=O)C1(C(=O)OC)Sc2ccccc2C1=O	9.9%	5.8%	-4.4%
14	Cc1occc1-c1nnc(SCC(=O)Nc2ccccc2)n1C	-3.1%	0.3%	0.0%
15	O=C(OCC(=O)c1ccc[nH]1)c1ccc(C(F)(F)F)cc1	1.8%	nt	-0.8%
16	Cc1ccc(NC(=O)COC(=O)C2(c3ccc(Cl)cc3)CCCC2)cc1	-4.8%	?	-8.1%
17	Cc1csc2nc(O)c(C(=O)NCCN3CCOCC3)c(=O)n12	12.0%	2.6%	-5.2%
18	CCc1ccc(NC(=O)CSc2nnc(CNC(=O)c3cccs3)o2)cc1	-2.2%	-1.8%	1.2%
19	Cc1c(C(=O)NCc2ccccc2)oc2c1C(=O)CCC2	-1.8%	8.4%	-4.2%[56.1 µM]
20	CCCc1cc(=O)[nH]c(SCC(=O)N2CCN(c3ccccc3OC)CC2)n1	-1.7%	nt	2.5%
21	Oc1csc(Cc2nc(-c3ccccc3F)cs2)n1	1.0%	-5.9%	8.9%
22	O=C(Nc1ccc(Cl)cc1)C(c1ccccc1)N1CCOCC1 (stereo not given)	-2.3%	12.1%	-1.2%
23	C=CCOc1ccc(C2NC(=O)c3ccccc3O2)cc1 (stereo not given)	-1.3%	0.7%	nt
24	COc1ccc(-n2ncc(C(=O)NCc3cccs3)c2C2CCN(C(=O)OC(C)(C)C)CC2)cc1	-16.8%	nt	4.2%

Complete entries, looked up by structure.
O=C(OCC(=O)c1ccc[nH]1)c1ccc(C(F)(F)F)cc1 across the screens: FEN1 inh = 1.8%; N370S GC = nt; TDP1 inh = -0.8%
COc1ccc(-n2ncc(C(=O)NCc3cccs3)c2C2CCN(C(=O)OC(C)(C)C)CC2)cc1 across the screens: FEN1 inh = -16.8%; N370S GC = nt; TDP1 inh = 4.2%
Oc1csc(Cc2nc(-c3ccccc3F)cs2)n1 across the screens: FEN1 inh = 1.0%; N370S GC = -5.9%; TDP1 inh = 8.9%

Following part:
nr	SMILES	FEN1 inh	N370S GC	TDP1 inh
25	O=C(CCS(=O)(=O)c1ccc(Cl)cc1)Nc1ccccc1Br	1.3%	-3.1%	nt
26	O=C1CC(NNC(=O)c2ccccc2)C(=O)N1 (stereo not given)	11.0%	0.0%	0.0%
27	CCOC(=O)c1cnc2c(OC)cccc2c1N1CCN(c2ccc(OC)cc2)CC1	0.5%	3.2%	4.5%
28	CC(C)(C)NC(=O)Cn1c(=O)oc2cc(S(=O)(=O)N3CCc4ccccc43)ccc21	-20.2%	-2.0%	3.7%
29	Cc1n[nH]c(C)c1S(=O)(=O)N(CC(=O)Nc1ccc2c(c1)OCCO2)c1ccc(C(C)C)cc1	5.3%	-8.6%	7.4%
30	Cc1ccccc1Cn1c(CN2CCN(c3cc(Cl)ccc3C)CC2)nc2c1c(=O)[nH]c(=O)n2C	-11.2%	nt	1.3%
31	CN(CC(=O)Nc1ccc(F)cc1)C(=O)COc1ccccc1Cc1ccccc1	-13.5%	-26.1%	nt
32	Fc1ccc(-c2onc3ccc(C4OCCO4)cc23)cc1	-1.8%	-24.6%	0.0%
33	O=C(OCCOc1cccc(Cl)c1)c1cc(S(=O)(=O)N2CCCCC2)ccc1N1CCOCC1	-14.1%	6.5%	nt
34	Cc1nc2cc(OCc3cc(C(=O)NC(C)c4cn(C)nc4C)no3)ccc2s1 (stereo not given)	-0.3%	-4.9%	4.4%
35	O=c1c2cnn(-c3ccccc3)c2nc(-c2cccs2)n1-c1ccc(Br)cc1	-0.7%	-1.6%	-6.2%
36	CSc1nnc(SCC#N)s1	1.2%	10.0%	3.9%
37	Cc1ccc(NC(=O)c2ccco2)c([N+](=O)[O-])c1	-4.1%	6.8%	6.0%
38	COCCCNC(=O)C1CCC(CNS(=O)(=O)c2ccc3c(c2)N(C(C)=O)CCO3)CC1 (stereo not given)	20.5%	-0.2%	-0.3%
39	CCOC(=O)C1CCCN(c2c(NCCc3ccc(Cl)cc3)c(=O)c2=O)C1 (stereo not given)	16.6%	1.2%	nt
40	CCOC(=O)CC1C(=O)NCCN1C(=O)c1cccc(C(F)(F)F)c1 (stereo not given)	-7.0%	3.9%	5.7%
41	Cc1ccc(C(=O)N/C(=C\c2cn(C)c3ccccc23)C(=O)N2CCN(C)CC2)cc1	-2.8%	-4.1%	1.9%
42	C=C(C)Cn1c(COc2ccccc2)nnc1SCC(=O)O	0.5%	-20.7%	2.0%
43	CCc1sc(C(=O)NCCc2ccc(S(N)(=O)=O)cc2)cc1Br	-3.5%	-5.5%	2.4%
44	Cc1cc(S(=O)(=O)Nc2ccc(-c3ccc(N4CCCCC4)nn3)cc2)c(C)cc1Cl	0.0%	nt	4.1%
45	O=C(CN(C(=O)c1cccc([N+](=O)[O-])c1)C1CCCCC1)Nc1ccc(Cl)c([N+](=O)[O-])c1	2.1%	3.4%	2.6%
46	CCCC1=NN(C(=O)CCc2ccccc2O)C(O)(C(F)(F)F)C1 (stereo not given)	-2.2%	-4.9%	5.4%
47	Nc1ccc(N2CCCCC2)cc1N1CCCCC1	1.7%	-4.9%	10.0%
48	O=C(NCc1ccccc1)C1CCCN(S(=O)(=O)c2cccs2)C1 (stereo not given)	0.9%	0.0%	-9.1%
49	Cc1ccc(C)c(NC(=O)CSc2nncn2C)c1	?	2.3%	nt
50	COc1ccc(Cl)cc1CNCCCSc1ncccn1	-4.8%	-16.2%	nt
51	COCCn1c(=S)[nH]c2ccc(N(C)C)cc2c1=O	0.7%	-9.1%	5.1%
52	O=C(CCc1ccccc1)Nc1nc2n(n1)C(c1ccc(Cl)cc1)CC(=O)N2 (stereo not given)	36.4%[activator]	4.5%	7.1%
53	CCCCc1nc2c(c3c1C[C@H](C)OC3)CN(C(=O)Cc1cccc(OC)c1)CC2	nt	-3.1%[12.8 µM]	4.9%[21 µM]
54	Cc1ccc(N2CC(NC(=O)c3cccc(Cl)c3)CC2=O)cc1C (stereo not given)	2.5%	nt	0.0%
55	COc1ccc(OC)c(C2CC(=O)c3c([nH]c(C(=O)OC4CCC(C)CC4)c3C)C2)c1 (stereo not given)	1.8%	nt	5.0%
56	CNC(=O)COC(=O)c1cc(-c2ccco2)nc2ccccc12	50.1µM*	8.1%	nt
57	COc1ccccc1OCc1nc(C#N)c(NCc2ccco2)o1	-7.6%	-16.6%	2.1%
58	CCCc1nc(SCC(=O)c2ccc(OC)cc2)c2c(=O)n(C)c(=O)n(C)c2n1	nt	2.4%	1.0%
59	CC1CC(C)CN(C(=S)Nc2ccc3nc4n(c(=O)c3c2)CCCCC4)C1 (stereo not given)	0.7%	-2.8%	-2.3%
60	CC(C)Cn1c(-c2cccc(S(=O)(=O)N3CCOCC3)c2)n[nH]c1=S	4.6%	nt	1.6%
61	CC(C)(C)C(=O)COc1ccccc1[N+](=O)[O-]	-5.0%	-12.6%	1.8%
62	Nc1nc(CN2CCN(c3ccc(F)cc3)CC2)nc(N2CCCc3ccccc32)n1	1.8%	-16.5%	7.2%
63	Cc1ccc(NC(=O)N2CCC(CN3CCCC3)CC2)c(C)c1	-5.0%	nt	-5.0%
64	Cc1ccc(NS(=O)(=O)N2CCOCC2)c(C)c1	-0.3%	-3.6%	4.2%[56.1 µM]
65	COc1ccc(CCNS(=O)(=O)c2ccc(Br)cc2)cc1OC	3.0%	-6.9%	nt
66	Cc1cccc(-c2cc(NC(=O)c3ccccc3C)n(-c3ccccc3)n2)c1	8.8%	nt	8.1%
67	CN1CCN(S(=O)(=O)c2ccc3c(c2)CC(=O)N3C)CC1	2.2%	-22.8%	0.3%
68	COc1cccc(-c2cc(C(=O)NCCN3CCOCC3)no2)c1	-3.6%	?	-0.9%
69	CC(=O)c1c(C)[nH]c(C(=O)N2CCc3ccccc3C2)c1C	-1.2%	2.8%	1.0%
70	CC(C)(CNC(=O)c1cccs1)CNC(=O)c1cccs1	2.0%	24.3%	-1.0%
71	COc1ccc(S(=O)(=O)N2CCC(C(=O)NCCc3ccccc3)CC2)cc1	-7.5%	-8.7%	nt
72	O=C(NC1=NCCS1)NC12CC3CC(CC(C3)C1)C2	3.3%	?	-1.1%
73	COC(=O)CSC1=C(C#N)C(=O)NC2(CCCCC2)S1	0.6%	25.5%	-2.6%
74	COc1ccc(NC(=O)CCc2nc(-c3ccc(C)cc3)no2)c(OC)c1	-0.5%	13.5%	-6.2%
75	Cc1ccc(NC(=O)CNc2ccccc2CN(C)C2CCCCC2)cc1	-23.0%	-23.5%	nt
76	CN(c1ccc(C(=O)NC2CCCC2)cc1)S(=O)(=O)c1ccccc1	-15.2%	12.0%	-4.7%
77	COC(=O)Cn1c(O)c(N=NC(=O)c2ccc3c(c2)OCO3)c2ccccc21	1.9%	20.8%	6.0%
78	S=c1sc(SCCOc2ccccc2)nn1-c1ccccc1	-1.3%	8.1%	-13.5%
79	Cc1nn(-c2ccccc2)c(Cl)c1C(=O)OCC(=O)NCCc1ccc(S(N)(=O)=O)cc1	-1.1%	-18.6%	0.0%
80	COCCNC(=O)/C(C#N)=C/c1ccc(C)o1	5.2%	?	3.6%
81	CSc1c(CC(=O)Nc2ccccc2C(F)(F)F)n(Cc2ccccc2)c2ccccc12	-3.9%	2.0%	3.0%
82	Cc1ccc(S(=O)(=O)CCc2nc3ccccc3[nH]2)cc1	3.8%	0.8%	3.6%
83	CCC(C)Sc1ccc([C@H]2N[C@@](C)(C(=O)OC)[C@H]3C(=O)N(C)C(=O)[C@@H]23)cc1OC (stereo not given in full)	-8.2%	-2.9%	nt
84	O=C(c1cccnc1)N1CCN(S(=O)(=O)c2ccc(S(=O)(=O)N3CCCC3)cc2)CC1	0.4%	-2.5%	0.0%

Next records follow:
nr	SMILES	FEN1 inh	N370S GC	TDP1 inh
85	CCOC(=O)CSc1nnc(COc2cccc(C)c2)o1	12.8%	1.0%	2.6%
86	COc1ccc(C(=O)N2CCN(c3ccc(NC(=O)c4cccs4)cc3)CC2)cc1	-0.5%	0.4%	4.6%
87	COc1cccc(-n2c(N)cc(=O)nc2SCC(=O)N2CCN(c3ccccc3)CC2)c1	-0.1%	-7.7%	3.2%
88	Cc1ccc(NC(=O)c2ccco2)c(NC(=O)c2cccs2)c1	-7.1%	-1.9%	-2.1%
89	COc1ccc(CNC(=O)C(=O)NCC(c2ccco2)N2CCOCC2)cc1 (stereo not given)	-4.5%	7.7%	-5.3%
90	COc1ccccc1-c1nnc(NC(=O)c2ccc(S(=O)(=O)N(C)CC3CCCO3)cc2)o1 (stereo not given)	3.0%	-10.5%	7.4%
91	CCN(CC)S(=O)(=O)c1cccc(C(=O)Nc2ccccc2C(=O)N2CCOCC2)c1	-8.8%	11.6%	0.0%
92	Cc1ccc(NC(NC(=O)c2cccs2)C(Cl)(Cl)Cl)cc1 (stereo not given)	-11.7%	-3.1%	7.5%
93	COc1cccc(CSc2nccn2C)c1	17.0%	-20.7%	2.9%
94	CCC(C)Sc1nnc(CNS(=O)(=O)c2ccc(F)cc2)n1C (stereo not given)	-7.2%	-0.9%	4.3%
95	Cc1cc(C2=NNC(=NC3CCCCC3)SC2)c(C)n1-c1c(C)n(C)n(-c2ccccc2)c1=O	10.8%	-5.5%	0.0%
96	Cc1cc(C(=O)COc2cccnc2[N+](=O)[O-])c(C)n1Cc1cccs1	12.2%	10.7%	2.5%
97	COc1cccc(N2CCN(S(=O)(=O)c3ccc4c(c3)NC(=O)CS4)CC2)c1	-2.7%	-7.8%	2.3%
98	Cc1ccc(C)c(NC(=O)NNC(=O)c2ccc3ccccc3c2O)c1	12.7%	-7.1%	0.7%[56.1 µM]
